Bioassay records from PubChem.
Tb MetRS inh: T. brucei MetRS inhibitors, primary screen, biochemical, luminescence. methionyl-tRNA synthetase (Trypanosoma brucei brucei). purified T. brucei MetRS, ATP depletion, Kinase-Glo luminescence. inhibition, % at 11.9 µM. 360,000 tested, 0.4% active. AID 624268, 2012;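 active = inhibition above a per-plate cutoff of the control wells' mean inhibition plus 3 SD, cut at about 5.5% in these data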;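 note: 0% = DMSO wells median and 100% = median of wells with control inhibitor compound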
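Test system – parasite MetRS enzyme · Reagent – substrates ATP, L-methionine and bulk Escherichia coli tRNA · Doses – 11.9 µM compound single dose, 0.9% DMSO · Times – 15 min enzyme-compound preincubation, 2 h reaction, 10 min detection, 25 °C · Signal – Kinase-Glo luminescence, ATP depletion format · Controls – DMSO-only wells as low control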
DNMT1 inh: human DNMT1 methyltransferase inhibitors, primary screen, biochemical, molecular beacon, fluorescence, HinP1I cleavage, uHTS; AID 588458, 2011; inhibition (reported as % activation of signal), % at 10 µM; 360,000 tested, 0.83% active; in the data active = inhibition above about 50%
SUMO1-SIM PPI: modulators of SUMO1 protein-protein interactions, primary screen, biochemical, uHTS; Small ubiquitin-related modifier 1 (Homo sapiens), P63165; SUMO1 binding to a labelled peptide, TR-FRET, 1 h; inhibition, % at 20 µM; 360,000 tested, 0.33% active; in the data active = inhibition above about 37%
Target sequence (P63165 whole entry, looked up): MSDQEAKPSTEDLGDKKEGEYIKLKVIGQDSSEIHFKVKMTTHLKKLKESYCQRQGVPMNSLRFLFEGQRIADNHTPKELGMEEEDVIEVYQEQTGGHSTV
Scp1 inh: Scp-1 phosphatase inhibitors, primary screen, biochemical, colorimetric, uHTS; Carboxy-terminal domain RNA polymerase II polypeptide A small phosphatase 1 (Homo …; Recombinant Scp1, phosphopeptide, malachite green phosphate absorbance; inhibition, % at 20 µM; 340,000 tested, 0.88% active;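 active = inhibition above about 50% at 20 µM, limit read from the data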;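 note: plate controls were DMSO wells with enzyme for no effect and wells lacking enzyme for full effect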
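Material – SCP-1 phosphatase catalytic domain, residues 76-261 · Buffer or medium – Acidic Tris acetate buffer with magnesium and detergent · Also added – Phospho 17-mer peptide substrate · Compound – single 20 µM dose, 1% DMSO · Times – 45 min room-temperature reaction, 5 min colour, 30 min stabiliser · Technique – Phosphate-binding colour reagent, absorbance read at 630 nm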
NRP1-CendR mod: modulators of CendR peptide binding to NRP-1, primary screen, biochemical, fluorescence polarization, uHTS; FAM-RPARPAR peptide binding to NRP-1; Neuropilin-1 (Homo sapiens), O14786; inhibition, % at 25 µM; AID 602438, 2012; 360,000 tested, 0.85% active;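 active = inhibition or corrected inhibition above about 18%, plus a signal ratio from 0.5 to 1.5, limit read from the data, passing the limit was not always enough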; note: strong numbers were not always called active
LMPTP block: LMPTP phosphatase inhibitors, primary screen, biochemical, fluorescence intensity, uHTS. recombinant LMPTP-A, OMFP fluorogenic substrate. 360,000 tested, 0.22% active. Low molecular weight phosphotyrosine protein phosphatase (Homo sapiens), P24666. inhibition, % at 20 µM;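 active = compounds that cut the enzyme signal by at least half of the control window in the single-dose screen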;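 note: plate controls were DMSO wells with enzyme plus substrate for no effect and substrate without enzyme for full effect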
Target sequence (P24666 whole entry, looked up): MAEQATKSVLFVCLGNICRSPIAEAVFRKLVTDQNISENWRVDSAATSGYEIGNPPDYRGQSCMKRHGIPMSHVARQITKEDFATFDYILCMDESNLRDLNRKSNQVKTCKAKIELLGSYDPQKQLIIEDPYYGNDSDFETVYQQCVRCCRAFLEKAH
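test system = LMPTP-A | amount = 0.625 nM LMPTP-A final | reagent = fluorogenic phosphatase substrate OMFP at 400 µM final | incubation = 50 min at room temperature | benchmarks = no-enzyme low control, uninhibited high control | medium = Bis-Tris pH 6.0, DTT, detergent | signal = fluorescence intensity of OMFP turnover product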
MsrA inh: bovine MsrA enzyme inhibitors, primary screen, biochemical, absorbance, HTS. Methionine sulfoxide reductase A (Bos taurus). purified bovine MsrA, absorbance read-out. inhibition, % at 15.5 µM. 360,000 tested, 0.75% active. AID 651718, 2012; in the data active = inhibition above about 4.5%;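 note: 0% = vehicle wells with enzyme and 100% = reference inhibitor wells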
STEP block: STEP phosphatase inhibitors, primary screen, biochemical, fluorescence intensity, uHTS; inhibition, % at 20 µM; recombinant STEP, OMFP fluorogenic substrate; Tyrosine-protein phosphatase non-receptor type 5 (Homo sapiens), P54829; 360,000 tested, 0.25% active; AID 588621, 2011;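 active = inhibition at 20 µM, scaled per plate between control wells, above about 37%, limit read from the data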;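 note: 0% = DMSO with enzyme and substrate and 100% = substrate only without enzyme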
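Material: STEP (striatal-enriched tyrosine phosphatase) enzyme, cell-free; Compound dosing: 20 µM single dose in 1% DMSO; Technique: fluorescence read at 480 nm ex / 540 nm em; Times: reaction 20 min, ambient temperature; Medium: 50 mM Bis-Tris pH 6.0 with 2.5 mM DTT and 0.005% Tween 20; Also added: OMFP at 25 µM.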
E coli Lon inh: inhibitors of E. coli Lon protease, primary screen, biochemical, fluorescence polarization | purified E. coli Lon protease | inhibition, % at 7.94 µM | 360,000 tested, 0.42% active | P0A9M0; in the data active = inhibition above about 13%, passing the limit was not always enough;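 note: 0% = enzyme with probe and DMSO and 100% = no enzyme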
Target sequence (P0A9M0 whole entry, looked up): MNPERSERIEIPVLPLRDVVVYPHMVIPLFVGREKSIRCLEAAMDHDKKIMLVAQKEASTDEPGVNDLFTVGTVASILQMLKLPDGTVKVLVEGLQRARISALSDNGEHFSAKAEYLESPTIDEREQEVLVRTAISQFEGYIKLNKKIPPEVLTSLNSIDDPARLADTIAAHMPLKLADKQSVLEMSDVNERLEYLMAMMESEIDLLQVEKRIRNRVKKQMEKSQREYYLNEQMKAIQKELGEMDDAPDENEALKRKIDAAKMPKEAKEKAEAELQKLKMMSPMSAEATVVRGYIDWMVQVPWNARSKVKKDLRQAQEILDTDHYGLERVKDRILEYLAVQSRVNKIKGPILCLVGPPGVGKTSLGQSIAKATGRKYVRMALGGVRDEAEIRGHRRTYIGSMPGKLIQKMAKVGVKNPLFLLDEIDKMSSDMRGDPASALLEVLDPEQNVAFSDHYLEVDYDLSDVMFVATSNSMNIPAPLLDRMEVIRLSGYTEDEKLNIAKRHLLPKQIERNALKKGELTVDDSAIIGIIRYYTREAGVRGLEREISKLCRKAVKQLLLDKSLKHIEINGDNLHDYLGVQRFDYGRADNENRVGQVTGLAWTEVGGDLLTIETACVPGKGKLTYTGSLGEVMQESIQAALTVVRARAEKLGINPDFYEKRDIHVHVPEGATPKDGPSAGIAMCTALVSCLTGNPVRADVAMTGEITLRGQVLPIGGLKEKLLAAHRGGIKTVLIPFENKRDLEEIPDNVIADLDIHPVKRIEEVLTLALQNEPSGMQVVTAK
bovine MsrA act: bovine MsrA enzyme activators, primary screen, biochemical, absorbance, HTS; Methionine sulfoxide reductase A (Bos taurus); purified bovine MsrA, absorbance read-out; activation, % at 10.6 µM; AID 602163, 2012; 360,000 tested, 0.3% active; in the data active = activation above about 7.5%;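 note: 0% = vehicle and 100% = reference activator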
An asterisk follows results filed as active; x = not tested or not shown.

SMILES	Tb MetRS inh	DNMT1 inh	SUMO1-SIM PPI	Scp1 inh	NRP1-CendR mod	LMPTP block	MsrA inh	STEP block	E coli Lon inh	bovine MsrA act
CC1Cc2ccccc2N1C(=O)COC(=O)/C=C/c1ccc(F)cc1 (stereo unspecified)	-0.3	-7.7	-1.5	-14.2	10.4	0.9	0.6	0.0	-6.1	1.1
COc1ccc(N2C(=O)C3CCCN3C2c2cccc(F)c2)cc1Cl (stereo unspecified)	-2.1	-5.6	1.5	6.2	-10.1	-1.0	0.0	-2.1	-0.6	-4.5
CCC(C)NC(=O)C1c2ccccc2C(=O)N(c2ccc(OC)cc2)C1c1ccc(OC)cc1 (stereo unspecified)	-0.7	4.1	1.1	-3.4	7.0	-0.9	-0.7	-0.4	5.5	2.3
Cc1ccc2c(c1)-c1c(ssc1=S)C(C)(C)N2C(=O)CN1C(=O)c2ccccc2C1=O	0.4	-4.9	-12.0	-12.2	-1.5	2.7	0.1	-0.6	0.6	-2.2
CCc1nnc(NC(=O)C2CCN(c3cnccn3)CC2)s1	0.0	7.1	-2.8	-8.0	2.5	-1.2	1.0	-1.5	2.6	-2.1
O=C1C2C3CCC(CC3)C2C(=O)N1c1ccccc1 (stereo unspecified)	-1.1	2.5	1.7	-9.7	-5.5	-0.1	-0.7	-0.9	6.3	-1.1
CCOc1ccc(NC(=O)c2ccco2)cc1	-0.5	-2.6	1.0	-8.4	5.0	-2.7	-0.7	0.3	0.5	-3.9
CN(Cc1ccccc1)C(=O)[C@@H]1CCCN1C(=O)[C@@H]1CCCN1C(=O)c1ccccc1	-1.6	x	3.3	x	0.1	-1.3	0.3	x	-3.4	-9.8
O=C(CSC(=S)N1CCCC1)N(Cc1nnc(-c2ccccc2Cl)o1)C1CC1	0.1	3.4	7.3	-6.8	-1.9	-0.5	1.3	-3.9	-15.1	1.3
O=C(CN1CCN(Cc2ccccc2Cl)CC1)N/N=C/c1ccccn1	-0.1	-0.1	0.0	0.9	-0.1	-0.1	0.4	0.5	10.4	-1.9
CC(C)NC(=O)NC(=O)COC(=O)c1c2c(nc3ccccc13)CCC2	-0.6	-9.2	-3.9	6.6	-2.0	1.2	-1.5	2.0	-4.5	-2.4
COC(=O)c1ccccc1NC(=O)CSc1nc(-c2ccco2)cc(C(F)(F)F)n1	0.2	-1.3	-3.4	-12.3	1.8	4.7	-0.4	3.0	-8.3	-2.8
CN1CCN(c2nc(-c3cccs3)cc(C(F)(F)F)n2)CC1	-0.2	0.4	-3.0	-4.3	2.1	-0.5	0.1	1.7	3.3	-2.2
CC(=O)NC1=NC(=O)/C(=C/c2cc(C)n(-c3cccc(C(=O)O)c3)c2C)S1	-0.1	93.2*	22.6	71.8*	-245.0	16.4	2.2	34.1	-224.4	-3.0
C[C@@H](C(=O)NCCCCCC(=O)O)n1nnc2ccccc2c1=O	0.0	-1.0	1.4	0.9	4.1	-0.5	-0.4	0.4	3.0	0.0

Brought forward from above: 6 compounds, followed by the next part.
SMILES	Tb MetRS inh	DNMT1 inh	SUMO1-SIM PPI	Scp1 inh	NRP1-CendR mod	LMPTP block	MsrA inh	STEP block	E coli Lon inh	bovine MsrA act
O=C(CN1CCN(Cc2ccccc2Cl)CC1)N/N=C/c1ccccn1	-0.1	-0.1	0.0	0.9	-0.1	-0.1	0.4	0.5	10.4	-1.9
CC(C)NC(=O)NC(=O)COC(=O)c1c2c(nc3ccccc13)CCC2	-0.6	-9.2	-3.9	6.6	-2.0	1.2	-1.5	2.0	-4.5	-2.4
COC(=O)c1ccccc1NC(=O)CSc1nc(-c2ccco2)cc(C(F)(F)F)n1	0.2	-1.3	-3.4	-12.3	1.8	4.7	-0.4	3.0	-8.3	-2.8
CN1CCN(c2nc(-c3cccs3)cc(C(F)(F)F)n2)CC1	-0.2	0.4	-3.0	-4.3	2.1	-0.5	0.1	1.7	3.3	-2.2
CC(=O)NC1=NC(=O)/C(=C/c2cc(C)n(-c3cccc(C(=O)O)c3)c2C)S1	-0.1	93.2*	22.6	71.8*	-245.0	16.4	2.2	34.1	-224.4	-3.0
C[C@@H](C(=O)NCCCCCC(=O)O)n1nnc2ccccc2c1=O	0.0	-1.0	1.4	0.9	4.1	-0.5	-0.4	0.4	3.0	0.0
O=C(CSc1nc2ccccc2c(=O)n1-c1ccccc1Cl)NCC1CCCO1 (stereo unspecified)	0.3	-3.0	-0.8	3.2	1.4	-0.8	-0.1	-0.4	6.9	-2.9
CC(=O)c1cccc(NC(=O)C=C(C)C)c1	0.1	1.9	1.3	-1.0	0.4	-0.8	0.9	4.5	0.2	-2.6
COc1cc(OCc2ccccc2)c2c(CCC(=O)O)cc(=O)oc2c1	0.1	5.1	7.5	4.7	1.7	0.2	2.5	0.8	-1.6	-5.9
Cc1ccc(CNC(=O)C(=O)NCC2OCCN2C(=O)c2ccc(Cl)cc2)cc1 (stereo unspecified)	-0.6	-4.7	4.7	-3.9	4.3	-2.7	-0.9	-1.2	1.3	-1.3
CC(NC(=O)NNC(=O)c1ccncc1)(C(F)(F)F)C(F)(F)F	-1.2	2.4	1.3	-2.5	4.7	-1.7	1.3	1.8	1.7	-7.7
Cc1cc2oc(C(=O)Nc3ccc(S(=O)(=O)Nc4ncccn4)cc3)cc(=O)c2cc1Cl	-0.2	46.0	6.6	10.7	5.2	3.7	-0.7	-0.4	-2.7	-1.3
O=C(c1ccccc1)c1sc(N2CCCCCC2)nc1-c1ccccc1	2.8	4.5	-5.8	-4.8	-2.6	2.9	0.7	5.8	5.2	-13.8
Cc1ccc(/C=N/NC(=O)CN2CCN(Cc3ccccc3)CC2)s1	0.5	2.2	-9.3	-6.6	-14.1	-0.6	1.1	0.0	-1.4	-1.5
N#C/C(=N\Nc1ccc(Cl)cc1)C(N)=S	-0.4	-0.6	-14.7	2.7	3.2	-1.4	0.5	3.1	-1.4	-7.1
Cc1ccccc1NC(=O)CN1C(=O)c2ccccc2C1=O	0.0	-1.6	-8.3	5.6	-3.9	0.0	-1.2	1.9	5.3	-9.2
COc1cccc2cc(-c3cc(=O)oc4cc(C)c(OCC(C)=O)cc34)oc12	-0.2	63.1*	1.3	1.1	-9.1	-0.4	-0.2	-1.7	-2.1	-7.2
CC(O)(Cc1cccnc1)c1cccs1 (stereo unspecified)	-0.3	1.8	-0.5	1.1	19.5	0.9	-0.3	-1.5	-3.1	-2.4
O=C(NCCC1=CCCCC1)C1CCN(S(=O)(=O)c2cccc(C(F)(F)F)c2)CC1	0.0	-0.6	-3.2	-14.9	-5.3	-5.3	-0.9	-0.7	-1.2	-0.7
O=C(Nc1cccc(Cl)c1)c1ccc(=O)[nH]n1	-1.1	0.6	-1.2	-12.3	1.9	0.0	0.5	1.5	0.8	-1.8
O=C(CC(=O)N/N=C\c1c(Cl)cccc1Cl)NCc1ccccc1	-0.9	4.1	1.4	-2.3	2.8	0.1	-0.7	3.0	-4.9	-10.4
CCOC(=O)N1CCN(c2nc(-c3cccs3)nc3ccccc23)CC1	0.0	3.9	-13.7	-7.7	-1.5	8.3	-0.3	1.9	3.6	-1.6
Cc1nnc(C)n1/N=C/c1ccccc1	-0.3	12.2	-0.2	-5.6	6.3	-1.6	0.4	-0.5	-3.3	-6.9
CCOC(=O)[C@@H](C)N(Cc1ccc(OC)cc1)S(=O)(=O)N(Cc1ccccc1)[C@H](C(=O)OC)C(C)C	-0.3	-1.6	-5.3	-11.2	-3.0	2.6	-1.1	2.4	-7.4	-0.1
CCN(CC)S(=O)(=O)c1ccc2c(c1)c(=O)c(C(=O)NCCc1ccc(OC)c(OC)c1)cn2C	-1.0	-1.6	0.2	-7.0	6.7	0.7	-0.8	-0.6	1.3	-0.8
CC(c1ccccc1)N1C(=O)c2ccccc2C1(O)Cc1ccccc1 (stereo unspecified)	-0.3	-1.9	-6.2	-2.2	-6.5	2.5	1.9	2.0	3.5	-1.2
CC(C)(C)C1=CC(=O)C(=O)C(C(C)(C)C)=C1	-0.6	21.8	0.7	-2.8	4.3	2.5	x	0.3	-0.5	-2.0
Cc1[nH]nc2c1C(c1cccc(OC(=O)N3CCOCC3)c1)C(C#N)=C(N)O2 (stereo unspecified)	0.4	-5.9	-1.0	-6.7	-1.3	-0.2	-1.2	-4.5	-7.7	-1.6
CSc1ncc2ncn(C3OC(CO)C(O)C3O)c2n1 (stereo unspecified)	0.2	0.5	-2.0	-5.2	16.0	-1.0	0.5	-3.4	-2.7	-2.1
O=c1[nH][nH]c(-c2ccccc2O)c1C(C[N+](=O)[O-])c1ccc(Cl)cc1Cl (stereo unspecified)	-0.8	-12.6	13.9	-11.1	5.7	-0.2	0.3	0.0	0.5	-6.8
COCCCNC(=O)C1CCC(CNS(=O)(=O)c2ccc(Cl)cc2)CC1 (stereo unspecified)	-0.9	0.4	-2.8	8.4	-4.8	-1.0	1.4	1.2	-8.8	-2.7
CN(NC(=O)Nc1ccc(Cl)cc1)c1ncc(C(F)(F)F)cc1Cl	-0.4	-2.9	0.2	-4.7	6.5	0.4	-0.8	-3.3	-0.6	-2.3
COc1ccc(NS(=O)(=O)c2cccc(C(=O)N/N=C/c3cn(-c4ccccc4)nc3-c3ccc(OC)cc3)c2)cc1	-0.4	1.5	-5.1	-10.6	5.8	2.7	0.4	-1.8	6.9	-1.3
COc1ccc(OC)c(NC(=O)CSc2nnc(C3CCCCC3)n2-c2ccccc2)c1	-1.1	-3.6	1.6	2.6	7.8	1.2	-0.3	-2.8	1.3	-4.8
COc1cc(NC(=O)c2noc3c2CCCC3)c(OC)cc1Cl	-0.2	2.4	-0.5	-2.8	-2.3	-2.3	x	-1.7	0.5	-5.5
